Tb PFK inh: inhibitors of T. brucei phosphofructokinase | T. brucei PFK, ADP-Glo luminescence | Potency, µM (top dose mostly 57.5 µM), for inactives: at the highest dose activity, negative = inhibition, hits mostly inhibitors | 0.17% of 330,000 active | AID 485367;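 further: potency means the concentration at half of the fitted maximal effect; 0% = uninhibited 1x PFK enzyme wells and -100% = no-enzyme wells; nearly all actives have a fitted effect of over 60% in size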
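PFK 1.25 nM, F6P 0.5 mM, ATP 0.1 mM, 0.1 M TEA pH 8.0, 5 mM MgCl2, 0.01% Tween20, 0.1% BSA; 45 min RT. ADP-Glo readout. qHTS titration up to 57 uM; curves fitted, compounds curve-classed.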
ASM inhibitor: inhibitors of human secretory acid sphingomyelinase | 0.006% of 340,000 active | AID 504937 | Potency, µM (series often up to 57.5 µM), for the others: top-dose activity change, negative = inhibition, hits mostly inhibitors | P17405 | placental ASM, HMU-PC fluorogenic substrate, 60 min; further: potency means the concentration at half of the fitted maximal effect
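Human placenta-derived ASM preincubated with compound 10 min at room temperature, then reacted with 9 uM (final) fluorogenic HMU-PC substrate for 60 min at 37 C. Stop solution raises pH to 10; fluorescence read at Ex 386/Em 447 nm.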
TSG101-PTAP inh: blocks PTAP/TSG101 interaction to inhibit HIV-1 budding; Potency, µM (doses to about 115 µM), inactives show top-dose activity change, negative = inhibition, usual class: inhibitors; AID 493005; Fluorescence polarization, FITC-PTAP peptide / Tsg101 binding; Q99816; 340,000 tested, under 10 active; active means well fitted inhibition curve with a large enough effect in the main read-out, with a control signal flat, not every such curve was filed as active; inconclusive means small, poorly fitted or top-dose-only effect, or effect the other way, or a change in a side signal; inactive means no such curve, though single readings can be large or run the other way; further: potency means the concentration at half of the fitted maximal effect; % of control where 0% means no effect
Target sequence (Q99816 whole entry, looked up): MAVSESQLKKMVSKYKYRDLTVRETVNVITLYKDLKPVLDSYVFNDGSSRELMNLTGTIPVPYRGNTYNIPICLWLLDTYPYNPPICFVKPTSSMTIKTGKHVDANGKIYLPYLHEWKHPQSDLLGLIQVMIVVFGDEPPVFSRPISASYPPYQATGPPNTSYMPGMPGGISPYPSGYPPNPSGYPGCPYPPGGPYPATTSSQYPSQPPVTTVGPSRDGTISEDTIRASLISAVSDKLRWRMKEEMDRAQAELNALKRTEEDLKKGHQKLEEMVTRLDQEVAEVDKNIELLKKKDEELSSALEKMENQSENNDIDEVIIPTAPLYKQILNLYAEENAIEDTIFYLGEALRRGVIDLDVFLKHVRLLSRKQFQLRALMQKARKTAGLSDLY
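Compounds were pin-transferred onto Tsg101 binding domain (10 uM final) in HEPES pH 7.5 buffer, then FITC-PTAP peptide was added at 50 nM final. After 20 min at RT, polarization reported peptide displacement across a qHTS concentration series.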
Eya2 inh: blocks the phosphatase activity of human Eya2 | O00167 | AID 488837 | 0.006% of 330,000 active | recombinant Eya2, OMFP fluorescence dephosphorylation (OMFP is methylfluorescein phosphate) | Potency, µM (doses to about 76.9 µM), for the others: at the highest dose activity, negative = inhibition, actives largely listed as inhibitors; further: potency means the concentration at half of the fitted maximal effect; on the % scale 0 is the no-effect control and ±100 the full control effect
Target sequence (O00167 whole entry, looked up): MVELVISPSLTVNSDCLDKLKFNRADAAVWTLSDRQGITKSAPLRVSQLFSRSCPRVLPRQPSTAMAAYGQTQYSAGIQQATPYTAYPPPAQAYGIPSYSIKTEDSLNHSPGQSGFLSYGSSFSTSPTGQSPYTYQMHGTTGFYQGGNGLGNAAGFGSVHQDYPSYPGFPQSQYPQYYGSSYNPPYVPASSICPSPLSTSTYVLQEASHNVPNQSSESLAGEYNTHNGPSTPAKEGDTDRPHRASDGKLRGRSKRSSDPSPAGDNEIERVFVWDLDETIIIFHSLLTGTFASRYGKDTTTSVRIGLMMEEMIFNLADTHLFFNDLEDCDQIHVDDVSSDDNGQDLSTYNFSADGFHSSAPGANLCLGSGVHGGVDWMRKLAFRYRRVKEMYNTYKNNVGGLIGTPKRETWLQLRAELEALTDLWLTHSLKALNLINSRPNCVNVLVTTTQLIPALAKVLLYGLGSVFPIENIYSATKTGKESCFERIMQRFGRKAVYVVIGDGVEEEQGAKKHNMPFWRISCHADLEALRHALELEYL
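Eya2 (0.2 uM) preincubated 10 min at ambient with compound, then OMFP substrate added at 50 uM; 10 min reaction in 50 mM HEPES pH 7.5, 50 mM NaCl, 5 uM MgCl2, 0.05% BSA, 1 mM DTT. Fluorescence read at Ex 485/Em 525 nm.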
ELG1 repair inh: ELG1-dependent DNA repair inhibition | AID 504467 | Potency, µM (series often up to 46.1 µM), for the others: at the top dose activity change, negative = inhibition, hits mostly inhibitors | HEK293T ELG1-luciferase reporter, luminescence, 16 h; DNA damage induced by 5-fluorouridine | 2.3% of 330,000 active; further: potency means the concentration at half of the fitted maximal effect; on the % scale 0 is the no-effect control and ±100 the full control effect; nearly all actives have a fitted effect of over 55% in size
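Quantitative HTS, concentration-response format. 2,000 cells/well co-treated with 5-fluorouridine and compound, 16 hr in 5% CO2 at 37 °C; ONE-Glo luminescence read after 30 min.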
TSHR antagonist: human thyrotropin receptor antagonism. P16473. activity change, negative = inhibition, % at 11.5 µM. TSHR-expressing cells, TSH-stimulated cAMP HTRF, 2 h; stronger effect = lower value. 0.2% of 330,000 active;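 active means activity change below a set negative limit, meaning inhibition stronger than a set level, cut at about -70% in these data; inconclusive means activity change between two set negative limits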; further: on the % scale 0 is the no-effect control and ±100 the full control effect
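TSHR-expressing cells, 200/well, pre-treated with compound, then stimulated with EC80 TSH (4nM final) for 2 hours at 37 deg C. cAMP measured by competitive HTRF: anti-cAMP cryptate antibody in lysis buffer plus cAMP-d2, read after 30 minutes at room temperature.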
Integrin act MD: activators of alpha7 integrin expression for muscular dystrophy | Potency, µM (top dose mostly 38.3 µM), inactives show at the top dose activation, hits mostly activators | 0.064% of 350,000 active | alpha7betagal myoblasts, beta-gal FDG fluorescence, 48 h;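 further: potency means the concentration at half of the fitted maximal effect; 100% = response of the positive control SU9516; nearly all actives have a fitted effect of over 60% in size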
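alpha7betagal+/- myoblasts (passage 13, 250/well) treated 48 h at 37C with compounds at 1:260 dilution of DMSO stock. Lysed, then beta-galactosidase activity read as FDG fluorescence (ex 480/em 540) after 30 min, with pre-read for autofluorescence.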
Chronic BCR inh: chronic active BCR signaling inhibition; AID 493014; ABC-DLBCL IkBa-CBG/CBR reporter, luminescence ratio, 4 h; 0.05% of 340,000 active; Potency, µM (titrated, usually from 46.1 µM), without a hit: at the highest dose ratio change, negative = lower green/red ratio, hits mostly inhibitors; active means well fitted inhibition curve with a large enough effect in the signal ratio, with a control signal flat, not every such curve was filed as active; inconclusive means small, poorly fitted or top-dose-only effect, or effect the other way, or a change in a side signal; the % refers to the signal ratio;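 further: potency means the concentration at half of the fitted maximal effect; plate controls were basal doxycycline-induced cells for no effect and cells given 10 µM MG132 for full effect; MG132 reads +100%, hits lower the ratio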
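Doxycycline induced both beetle luciferases in TMD8 lymphoma cells; IKK-driven degradation limits the IkappaBalpha-fused green signal, while red luminescence normalises for cell number and nonspecific effects. Compounds tested up to 46 uM, 4 hrs.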
TCR activator: T cell receptor activation. primary human leukocytes, anti-CD3, IL-2 HTRF, 48 h. Potency, µM (highest dose often 9.22 µM), for the others: top-dose activation of IL-2 secretion, hits mostly activators. 330,000 tested, under 10 active. AID 504894; further: % of control where 0% means no effect
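Readout: HTRF IL-2, Eu-cryptate/d2 antibody pair, 320nm excitation, 665nm emission. Stimulus: a-CD3 beads, no co-stimulation. Cells: primary human leukocytes. Exposure: 48 hr with compound.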
Mito fusion yeast: inhibitors of mitochondrial division or activators of mitochondrial fusion | AID 485298 | S. cerevisiae fusion-defective mutant growth rescue, CellTiterGlo 48 h | 0.23% of 320,000 active | Potency, µM (titrated, usually from 46.1 µM), inactives show at the top dose growth rescue (activation), actives largely listed as activators;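 further: potency means the concentration at half of the fitted maximal effect; % of control where 0% means no effect; nearly all actives have a fitted effect of over 45% in size; temperature-sensitive fusion mutants such as fzo1-1 at 37 °C on non-fermentable ethanol glycerol medium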
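Temperature-sensitive fusion-defective S. cerevisiae (e.g. fzo1-1, mgm1-5) were grown with compound in YPEG medium (3% ethanol, 3% glycerol) for 48 hours at 37C. Growth rescue was measured as viability by CellTiterGlo luminescence after 10 minutes at ambient.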
A-T KAP1 phos: candidate therapy for ataxia-telangiectasia; 0.19% of 320,000 active; […] A-T fibroblasts, KAP-1 phosphorylation AlphaLISA; neocarzinostatin DNA damage 30 min before lysis; Potency, µM (doses to about 57.5 µM), for inactives: at the highest dose activation, usual class: activators; AID 485349; further: potency means the concentration at half of the fitted maximal effect; % of control where 0% means no effect; nearly all actives have a fitted effect of over 45% in size
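hTERT-immortalized A-T patient fibroblasts ([…]), 500 cells/well in OPTI-MEM, 1% FBS, got compounds for 60 min, then NCS for 30 min at 37C. Lysates were then assayed for phospho-KAP-1 by AlphaLISA (anti-pKAP1 donor, anti-KAP1 acceptor beads), 6 hr at 25C.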
Active calls of the source: *; ? = inconclusive; . = no result given; [ ] = remark or other dose. Unless noted, the call rests on the fitted dose curve; in most records, active means well fitted curve in the direction sought with a large enough effect; inconclusive means small, poorly fitted or top-dose-only effect, or another doubt; inactive means no such curve, though single readings can be large; an effect the other way counts as inactive or inconclusive.

A first look (2 entries):
molecule	Chronic BCR inh	Integrin act MD	TCR activator	A-T KAP1 phos	TSHR antagonist	Tb PFK inh	TSG101-PTAP inh	ASM inhibitor	ELG1 repair inh	Mito fusion yeast	Eya2 inh
Cn1c(=O)c2ncn(CC(=O)N/N=C/C=C/c3ccccc3)c2n(C)c1=O	?	23%	12%	-3%	1	2%	0%	1%	12%	7%	-27%
Cc1ccc(C)c(S(=O)(=O)Nc2nc(C)c(C(=O)Nc3ccccc3)s2)c1	-4%	27%	3%	5%	-7	12%	-1%	-12%	9%	?	-8%

The whole of this part (from the top)
molecule	Chronic BCR inh	Integrin act MD	TCR activator	A-T KAP1 phos	TSHR antagonist	Tb PFK inh	TSG101-PTAP inh	ASM inhibitor	ELG1 repair inh	Mito fusion yeast	Eya2 inh
Cn1c(=O)c2ncn(CC(=O)N/N=C/C=C/c3ccccc3)c2n(C)c1=O	?	23%	12%	-3%	1	2%	0%	1%	12%	7%	-27%
Cc1ccc(C)c(S(=O)(=O)Nc2nc(C)c(C(=O)Nc3ccccc3)s2)c1	-4%	27%	3%	5%	-7	12%	-1%	-12%	9%	?	-8%
Cc1cc(C(=O)COC(=O)CNC(=O)c2ccc(F)cc2)c(C)n1Cc1ccco1	0%	-10%	-1%[46.1 µM]	1%	-15	0%	0%	0%	?	0%	1%
CN1CCCC(OC(=O)c2ccc(C#N)cc2)C1 (centres undefined)	-2%	3%	2%	-9%	6	-1%	-4%	-3%	?	-4%	8%
Cn1c(=O)c2c(nc(CN3CCOCC3)n2CC(O)CO)n(C)c1=O (centres undefined)	-1%	-18%	3%	9%	8	8%	0%	0%	23%	0%	11%
Cc1cc(C(=O)NNC(=S)Nc2ccccc2C)cs1	?	5%	3%[46.1 µM]	16%	2	5%	-4%	3%	?	-7%	2%
CCOC(=O)N1CCC(NC(=O)c2cc(-c3ccc(OC)cc3)nc3ccccc23)CC1	-1%	-18%	9%	12%	-11	-5%	2%	262%[activator]	-3%	-1%	-17%
Cc1c(Cl)cccc1NC(=O)C1NC(=O)CC1c1ccccc1 (centres undefined)	?	0%	6%	11%	3	-5%	0%	-4%	-3%	-2%	10%
O=C(C1CCN(S(=O)(=O)c2ccccc2)CC1)N1CCOCC1	12%	8%	-3%	-2%	1	-5%	-1%	0%	3%	0%	17%
Cc1nc2cc(NC(=O)c3ccc(N4C(=O)CCC4=O)cc3)ccc2s1	1%	7%	2%	0%	-9	-6%	-1%	-1%	-1%	-1%	11%
CCOCCn1c(C(C)C)nc2ccccc21	-2%	-12%	-2%	2%	9	-1%	-10%	0%	-8%	-2%	7%
O=C(NCCc1cccc(Cl)c1)c1cc([N+](=O)[O-])ccc1Cl	1%	-41%	-7%	3%	3	0%	-7%	-2%	15%	-1%	-4%
CCC(C)(C)NC(=O)C(OC(=O)c1ccco1)c1ccccc1OC (centres undefined)	?	4%	-7%	-5%	7	-2%	-3%	5%	15%	-6%	-4%
COc1ccc(C2Cc3ccccc3C(=O)O2)cc1 (centres undefined)	?	5%	6%[46.1 µM]	2%	-7	1%	-3%	0%	30%	2%	3%
CCCCc1cc(=O)oc2cc(OCC(=O)N3CCc4ccccc43)ccc12	10%	25%	15%	3%	-14	3%	-1%	0%	-1%	2%	7%
COc1ccc(/C=N/NC(=O)c2ccc(Br)cc2)cc1CN1CCOCC1	-14%	22%	2%	-3%	-6	0%	-4%	0%	-5%	0%	10%
CCOC(=O)/C(C#N)=C/c1ccc(OC)c(OC)c1	0%	11%	1%	-1%	11	19%	0%	0%	5%	-1%	-5%
Cc1cc(NC(=O)CSCC(=O)N(c2ccc(F)cc2)C(C(=O)NC2CCCCC2)c2ccc(O)c(O)c2)no1 (centres undefined)	?	-18%	1%[46.1 µM]	-5%	20	0%	-3%	1%	0%	-2%	0%
COc1ccc(CN2CC(=O)N(c3cccc(Cl)c3)C2=S)cc1OC	-5%	-46%	-7%	1%	-1	1%	6%	1%	?	7%	-1%
NC(=O)c1ccsc1NC(=O)CSc1nc2ccccc2c(=O)n1CCCO	?	-5%	1%	8%	1	?	-5%	-2%	-25%	-2%	1%
O=C1C(Cl)=C(N2CCOCC2)C(=O)N1c1ccc(Br)cc1	4%	-43%	-2%	-2%	-6	-4%	-3%	0%	-1%	-2%	16%
O=C(Cn1c(C(F)(F)F)nc2ccccc21)Nc1ccccc1N1CCOCC1	-5%	-16%	5%	-1%	2	-2%	-2%	2%	-10%	2%	-14%
COC(=O)C1=C(O)/C(=C\c2ccc(OCC(=O)Nc3ccccc3OC)cc2)N=C1C	-11%	24%	5%	5%	-8	0%	-3%	11%	18%	5%	6%
COC(=O)Cn1c(=O)cnc2ccccc21	-1%	-29%	.	-3%	4	-2%	-6%	8%	21%	0%	-14%
CC(=O)N1c2ccc(S(=O)(=O)N3CCCC3)cc2CC1C(=O)NCc1ccccc1F (centres undefined)	8%	-10%	-4%	3%	19	0%	-2%	-1%	3%	1%	-1%
CN1/C(=C\C(=O)CSc2nnc(NCc3ccccc3)s2)C(C)(C)c2ccccc21	?	-48%[inhibitor]	-4%[46.1 µM]	1%	8	0%	-3%	11%	18µM*	?	-1%
O=C(COc1ccc(Br)cc1)NCCCn1ccnc1	?	-22%	-6%	-4%	6	-14%	-9%	7%	26%	?	-7%
O=C(CCC1CCN(C(=O)c2cc(C(F)(F)F)ccc2Cl)CC1)NC1CC1	4%	-26%	10%	-1%	23	0%	-1%	2%	7%	8%	1%
Cc1csc(SCC(=O)NC2CCCC2)n1	?	-17%	-5%	-1%	0	-2%	-6%	-2%	15%	1%	-4%
O=C(NCCc1ccccc1)c1ccc(CS(=O)Cc2ccc(Cl)cc2)o1 (centres undefined)	-2%	-11%	1%	6%	-12	-18%	-8%	-1%	9%	2%	-3%
CCCn1cnc2c(c1=O)c1nc3ccccc3nc1n2Cc1ccccc1OC	2%	.	.	-6%	-6	-3%	.	.	?	0%	-3%
Cc1c(CC(=O)NCC(=O)O)c(=O)oc2cc3c(cc12)CCC(C)(C)O3	1%	2%	15%	10%	-2	10%	-3%	33%[activator]	6%	-11%	-21%
CCn1nc(NS(=O)(=O)c2ccc([N+](=O)[O-])cc2)c2cc3cc(C)ccc3nc21	-1%	?	4%	-9%	-23	10%	-5%	-3%	17%	8%	-4%
COc1ccc(-c2nc(CS(=O)(=O)CC(=O)NCCc3cc(OC)ccc3OC)c(C)o2)cc1	3%	-10%	-8%	5%	17	-4%	-1%	-16%	?	0%	6%
COc1cccc(OC)c1C(=O)Nc1ccc(Cc2ccncc2)cc1	-1%	-19%	-5%[46.1 µM]	5%	-8	-1%	1%	1%	-9%	-3%	0%

Screening results from PubChem.
